# ERK EGF inh – qHTS Assay for Inhibitors of the ERK Signaling Pathway using a Homogeneous Screening Assay; Stimulation with EGF | HEK293-V1b, EGF-stimulated phospho-ERK AlphaScreen | Potency, µM (highest dose often 11.5 µM), without a hit: top-dose activity change, negative = inhibition, actives largely listed as inhibitors | 130,000 tested, 0.41% active | AID 1454, 2008; active = well fitted inhibition curve with a large enough effect; inconclusive = small, poorly fitted or top-dose-only effect, or effect the other way;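 also: plate controls were stimulated vehicle wells for no effect and unstimulated vehicle basal for full effect; nearly all actives have a fitted effect of over 55% in size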
#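 Compounds are titrated over HEK293-V1b cells kept overnight in 1% FBS. After 30 min at 37C, EGF (25 nM final) triggers ERK phosphorylation for 5 min, measured by AlphaScreen in lysates.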
# Starred values were filed as active, the others as inactive; ? = inconclusive; [ ] = dose if it differs, or a comment. Potency is read from the fitted curve at half-maximal effect.
item	canonical_smiles	ERK EGF inh
1	CCCc1cc(=O)[nH]c(SCC(=O)N2CCCc3ccccc32)n1	-6%
2	COc1cccc(NC(=O)Nc2nnc(N3CCCCC3C)s2)c1 (stereo unspecified)	-6%
3	O=C(O)CSc1cc(NS(=O)(=O)c2cccc([N+](=O)[O-])c2)c2ccccc2c1O	6%[57.5 µM]
4	O=C(CC1C(=O)NC2CCCCC2N1C(=O)c1ccc([N+](=O)[O-])cc1)Nc1ccccc1 (stereo unspecified)	-8%
5	Cc1c(OCc2ccccc2)c(=O)ccn1Cc1ccc(F)cc1	-1%
6	O=C(c1ccc(Br)cc1)c1cc([N+](=O)[O-])ccc1N1CCOCC1	-10%
7	CC(=O)N[C@@H]1c2c(ccc3ccccc23)OC[C@@H]1COC(C)=O	0%
8	COc1ccc(C(C)NC(=S)NC2CCCC2)cc1OC (stereo unspecified)	-2%
9	CCOC(=O)N1CCC(=NNc2ccc(S(N)(=O)=O)cc2[N+](=O)[O-])CC1	12%
10	CCOC(=O)CCCCC(=O)c1[nH]c(=O)[nH]c1CSc1nnc2c3ccccc3n(C(C)C)c2n1	6%
11	O=C(NCCC1=CCCCC1)c1ccc(Cl)cc1	24%
12	O=C(COc1ccc(Cl)cc1Br)NC(=O)NCc1ccccc1	2%
13	CCO[C@H]1OC(C(=O)O)=C[C@@H](c2csc3ccccc23)[C@@H]1CCCO	3%[57.5 µM]
14	C=CCC1(/C=N/O)CCOC(C)(C)C1 (stereo unspecified)	1%[57.5 µM]
15	COc1ccc(Oc2c(O)c3ccccc3n(C)c2=O)cc1	2%
16	CCn1nc(C)cc1C(=O)N1CCCC(C(=O)c2cccc(OC)c2)C1 (stereo unspecified)	-11%
17	COc1cc(C(C(=O)NC2CCCC2)N(C(=O)Cc2cccs2)C2CC2)cc(OC)c1OC (stereo unspecified)	-2%
18	CC(C)c1ccc(S(=O)(=O)N2CCN(C(C)C(=O)Nc3ccccc3-c3ccccc3)CC2)cc1 (stereo unspecified)	-6%
19	COc1ccc(-c2csc(NC(=O)CN3C(=O)CCC3=O)n2)cc1	-5%
20	Cn1cc(CNC(=O)CC2C(=O)NCCN2CC(C)(C)C)cn1 (stereo unspecified)	-2%

# The list goes on.
item	canonical_smiles	ERK EGF inh
21	CC(=O)NCC(=O)OCC(=O)Nc1nc(-c2ccccc2)cs1	2%
22	CC(C)c1ccc(S(=O)(=O)Nc2ccc(SC(F)F)cc2)cc1	-5%
23	Cc1ccc(S(=O)(=O)N2CCCCC2)cc1NC(=O)COC(=O)c1ccccc1F	13%
24	COc1ccc(N=c2oc3ccccc3cc2C(=O)Nc2ccccn2)cc1OC	0%
25	CCN(CC)S(=O)(=O)c1ccc(O)c(NC(=O)CN2CCc3ccccc3C2)c1	-9%
26	N#CCCn1cc(C(=O)Nc2ccccc2Br)c(-c2cccs2)n1	-2%
27	CC(C)Nc1nc(-c2ccccn2)nc(-c2ccccc2)c1C#N	-4%
28	CCOC(=O)/C(C#N)=C1\C=CN(C)C(C)=N1	4%
29	CCOC(=O)c1nc(C)n(-c2ccc([N+](=O)[O-])cc2)n1	3%
30	CCCn1cnc2cc(NCc3cccs3)ccc21	0%[57.5 µM]
31	CCOC(=O)C1=C(C)N(C)C(=O)NC1c1cc2c(cc1[N+](=O)[O-])OCO2 (stereo unspecified)	0%
32	O=C(COc1ccccc1-c1ccccc1)c1ccccc1	4%
33	Nn1c(Cc2ccc(F)cc2)n[nH]c1=S	-6%
34	CCn1c(SCC(=O)N/N=C/C=C/c2ccccc2[N+](=O)[O-])nnc1-c1ccccc1	8%
35	COc1ccc(NC(=O)CN(C)CC(=O)Nc2ccc(Cl)cc2[N+](=O)[O-])cc1	7%
36	Cc1csc(/N=C/c2ccc([N+](=O)[O-])cc2)n1	-2%
37	COc1ccc2c(=O)c(CC(=O)O)coc2c1	-6%
38	Cn1c(=O)oc2cc(S(=O)(=O)Nc3cccc(F)c3)ccc21	6%
39	CCN(CC)CCCNCC(=O)Nc1ccc2c(c1)CCC2	4%
40	CC(C)CNC(=S)N1CCC(C(=O)c2ccc3c(c2)OCCO3)CC1	?

# Other records follow:
item	canonical_smiles	ERK EGF inh
41	Cc1nn(C)cc1C(C(=O)NC1CCCCC1)N(C(=O)Cc1cccs1)c1ccc(Cl)cc1 (stereo unspecified)	1%
42	Cc1onc(-c2ccccc2Cl)c1C(=O)NCc1ccc2c(c1)cc(C)n2C	4%[57.5 µM]
43	COc1ccc(NC(=O)N2CCN(c3nc4ccccc4n3C(C)C)CC2)cc1	-7%
44	CCS(=O)(=O)c1nc(S(=O)(=O)c2ccc(C)cc2)c(NCCCN(C)C)s1	-7%[57.5 µM]
45	CCOC(CNC(=O)Cn1nc(C)c2ccccc21)OCC	-8%
46	CCc1ccc(NC(=O)CSc2nc3[nH]ncc3c(=O)[nH]2)cc1	-4%
47	Cc1ccc(NC(=S)N2CCCC(CO)C2)c(C)c1 (stereo unspecified)	2%[57.5 µM]
48	COc1ccc(OCCOCCOc2ccc(C)cc2[N+](=O)[O-])cc1	3%
49	O=C(Oc1cccc(N2C(=O)C3C4c5ccccc5C(c5ccccc54)C3C2=O)c1)c1ccco1 (stereo unspecified)	0%
50	O=C1CC(NC(=O)C(F)(F)F)=NN1c1ccccc1	-8%
51	CCOc1cc(OCC)nc(S(C)(=O)=O)n1	-4%
52	CC(C)C[C@@H](CC(=O)N[C@@H](CCC(=O)O)CC(=O)O)NC(=O)[C@@H]1CNCC[C@H]1NC(=O)C[C@H](CCCN)NC(=O)C[C@H](Cc1ccccc1)NC(=O)[C@@H]1CNCC[C@H]1N	0%
53	Cc1ccc(-c2nnn3c2nc(Cl)c2ccccc23)cc1	-8%
54	O=C(CCn1c(=S)oc2ccccc21)NCCC1=CCCCC1	3%[57.5 µM]
55	CCOC(=O)c1cnc(SC)nc1NCCOC	9%
56	CCCn1cc(S(=O)(=O)CC(=O)NC2CCCCC2)c2ccccc21	-2%
57	COc1cc(/C=C/C(=O)c2ccc(O)cc2)ccc1OCC#N	10%
58	O=C(Cc1nnc(NC(=O)Nc2ccc(F)cc2)s1)NCc1ccccc1	?
59	COc1ccc(-c2nnc(SCC(=O)O)n2C)cc1OC	-17%
60	COC(=O)c1ccccc1NC(=O)c1cnn2c(C)cc(C)nc12	-5%

# Down the list, as entered above.
# Entries 46 to 53 in ERK EGF inh: -4%, 2%[57.5 µM], 3%, 0%, -8%, -4%, 0%, -8%

# Further records:
item	canonical_smiles	ERK EGF inh
61	Cc1nc(-c2ccc(C(F)(F)F)cc2)sc1C(=O)NN	-1%[57.5 µM]
62	N#Cc1ccsc1NC(=O)CN1CCN(Cc2ccccc2)CC1	0%
63	Cc1cccc(C(=O)N2CC3(C)CC2CC(C)(C)C3)c1 (stereo unspecified)	-12%
64	CCOc1ccc(Br)cc1S(=O)(=O)Nc1ccc(C(=O)OCC(=O)N(C)c2ccccc2)cc1	-2%
65	CC(C)=CCC/C(C)=C/C=N/NC(=O)c1cccc([N+](=O)[O-])c1	-11%
66	Cc1nc(-c2ccncc2)sc1C(=O)Nc1ccc(Cl)cc1	-19%
67	O=C1CC[C@@H](CN(Cc2ccccc2)Cc2cn[nH]c2-c2cc3ccccc3o2)N1	-15%[57.5 µM]
68	COCCCNC(=S)NNC(=O)c1ccc(S(=O)(=O)N2CCC(C)CC2)cc1	1%
69	Cn1nc(C(F)(F)F)c(-c2cccc(C(F)(F)F)c2)c1NC(=O)c1nccnc1C(=O)O	-2%[57.5 µM]
70	O=C(O)CC1(CC(=O)Nc2ccc(F)cc2F)CCCCC1	8%[57.5 µM]
71	Cc1cccc(NC(=O)C2c3ccccc3Oc3ccccc32)n1	-11%
72	CCCNC(=O)c1nc(C)n(-c2cc(Cl)ccc2Cl)n1	7%
73	COc1ccc([C@H]2[C@H](C(C)=O)N3N=Cc4ccccc4C3C23C(=O)OC(C)(C)OC3=O)cc1 (stereo partly specified)	10%
74	NNC(=S)Nc1cccc(-c2n[nH]c(=S)o2)c1	1%[57.5 µM]
75	Cc1cc(C)n(CC2CC(=O)N(c3ccccc3)C2=O)n1 (stereo unspecified)	8%[57.5 µM]
76	COc1ccc2c(c1)c(C(=O)N/N=C/c1ccc(Br)cc1)c(C)n2C	6%[57.5 µM]
77	CCn1c(N2CCN(C(=O)/C=C/c3ccccc3)CC2)nc2ccccc21	-3%
78	O=C(/C=C/c1cccc([N+](=O)[O-])c1)NCCSCc1cccc(Cl)c1	8%
79	N#Cc1ccccc1OCC(=O)NC(=O)NCc1ccco1	-9%[57.5 µM]
80	Nc1ccc(S(N)(=O)=O)cc1N	-2%[57.5 µM]

# The list continues:
item	canonical_smiles	ERK EGF inh
81	CCCc1ccc(OCc2ccc(C(=O)Nc3cccc(C)n3)o2)c(OC)c1	?
82	C=Cn1cc[n+](CC(=O)c2ccc(C)cc2)c1	7%
83	CCNC(=S)NNC(=S)NCc1ccccc1	-12%
84	COc1ccc(N2CCN(CC(=O)Nc3ccc(-n4cnnn4)cc3)CC2)cc1	-2%
85	CCOC(=O)c1sc(=NC(=O)CCSc2ccccc2)n(C)c1C	-11%
86	COc1cc(C=C(c2nc3ccccc3s2)c2nc3ccccc3s2)ccc1O	1%
87	CC(=O)N1CCC2(CC1)CN(c1cccc(-c3ccccc3)c1)C2	1%
88	COCc1cc(Sc2ccc(Cl)cc2)nc(C)n1	1%
89	Cc1c(/C(Cc2ccccc2)=N/O)c2ccccc2n1C	0%
90	O=C1CCC(=O)N(O)CCCCCNC(=O)CCC(=O)N(O)CCCCCNC(=O)CCC(=O)N(O)CCCCCN1	-11%[57.5 µM]
91	O=C(CNc1ccccc1OC(F)F)N1CCc2ccccc21	-5%
92	COC(=O)CNC(=O)COC(=O)/C=C/c1cccs1	-4%[57.5 µM]
93	O=C(OCc1nc2ccc(Cl)cc2n1CCO)c1ccc(O)cc1	3%
94	O=C(/C=C/Nc1ccc(S(=O)(=O)Nc2cnc3ccccc3n2)cc1)c1cccnc1	0%[57.5 µM]
95	CC(C)(C)/C(O)=C/c1nc2ccccc2oc1=O	-6%
96	O=C(O)Cn1cnc2scc(-c3cccs3)c2c1=O	7%[57.5 µM]
97	CC(=O)NS(=O)(=O)c1ccc(N=c2ssc3c2-c2cc(C)ccc2NC3(C)C)cc1	-3%
98	Cc1ccc(CNC(=O)C2CCCN(c3nc4ccccc4o3)C2)cc1 (stereo unspecified)	7%
99	COc1ccccc1NC(=O)C(=O)N/N=C(\C)CC(=O)Nc1ccccn1	-6%
100	CCOCCCNC(=O)c1c[nH]c2c(CC)cccc2c1=O	2%

# Ordered by value in ERK EGF inh (highest first): 5 of the compounds above.
No. | Structure | ERK EGF inh
93 | O=C(OCc1nc2ccc(Cl)cc2n1CCO)c1ccc(O)cc1 | 3%
88 | COCc1cc(Sc2ccc(Cl)cc2)nc(C)n1 | 1%
91 | O=C(CNc1ccccc1OC(F)F)N1CCc2ccccc21 | -5%
85 | CCOC(=O)c1sc(=NC(=O)CCSc2ccccc2)n(C)c1C | -11%
83 | CCNC(=S)NNC(=S)NCc1ccccc1 | -12%

# Not a retest: three of the compounds above.
item	canonical_smiles	ERK EGF inh
98	Cc1ccc(CNC(=O)C2CCCN(c3nc4ccccc4o3)C2)cc1 (stereo unspecified)	7%
99	COc1ccccc1NC(=O)C(=O)N/N=C(\C)CC(=O)Nc1ccccn1	-6%
100	CCOCCCNC(=O)c1c[nH]c2c(CC)cccc2c1=O	2%

# (listing goes on)
item	canonical_smiles	ERK EGF inh
101	CCCNC(=O)c1onc(CSc2ccc(F)cc2)c1C(=O)NCCC	-4%[57.5 µM]
102	CCOC(=O)c1cc(C(C)(C)C)nc(SC)c1C#N	7%[57.5 µM]
103	O=C(NCc1ccco1)C(c1ccncc1)N(C(=O)Cc1cccs1)c1ccccc1 (stereo unspecified)	2%
104	COc1ccc(/C=C/C(=O)N(Cc2cccs2)C2CCS(=O)(=O)C2)cc1 (stereo unspecified)	-9%[57.5 µM]
105	COc1cc([N+](=O)[O-])cc(/C=N/NC(=O)C(C)Nc2cccc(C)c2)c1O (stereo unspecified)	-6%
106	NCCSSCCN	-9%
107	CC(C)CC(NS(=O)(=O)c1cccc(C(=O)O)c1)C(=O)O (stereo unspecified)	-4%
108	COc1cc(/C=N/NC(=O)C(N)=O)ccc1OC(=O)c1cccs1	-16%
109	CC1CCN(C(=S)Nc2ccc(F)cc2)CC1	2%
110	O=C(c1cnccn1)N1CCC[C@@]2(CCN(c3cccc(-c4ccccc4)c3)C2)C1	0%
111	CN(CCc1ccccn1)C(=O)CCC1CCCN(C(=O)NC2CCCCC2)C1 (stereo unspecified)	-5%[57.5 µM]
112	Cc1ccc(C(C)(C)C)cc1S(=O)(=O)Nc1cccc(S(=O)(=O)NC2=NCCC2)c1	4%
113	O=C(COC(=O)c1ccccn1)Nc1ccccc1OC(F)F	-9%
114	CC(Oc1ccccc1)c1ccnc(N)n1 (stereo unspecified)	6%
115	CCN(C(=O)COC(=O)COc1ccc2c(C)cc(=O)oc2c1)C1CCS(=O)(=O)C1 (stereo unspecified)	35%
116	COc1ccccc1NC(=O)c1ccc(NC(=O)CN(C)Cc2ccccc2F)cc1	3%
117	CCOc1ccc(/C=N/NC(=O)c2nnn(-c3nonc3N)c2-c2ccc(OCC)cc2)cc1	3%
118	Cc1ccc(S(=O)(=O)N2CCN(C(=O)c3ccccn3)CC2)cc1	13%
119	C#Cc1ccc([C@H]2C=C(C(=O)N3CCOCC3)O[C@@H](OCc3ccc(CO)cc3)C2)cc1	-9%[57.5 µM]
120	CCOC(=O)c1c(NC(=O)c2ccc(N3C(=O)[C@@H]4[C@H](C3=O)[C@H]3C=C[C@@H]4C3)cc2)sc2c1CC(C)CC2 (stereo partly specified)	0%

# Assay outcomes: PubChem BioAssay, National Center for Advancing Translational Sciences (NCATS)

# The list is partial; count on the stated rates, not on these rows.
